MOR-DOR inv ag: inverse agonists of MOR-DOR heterodimerization, primary screen, cell-based, luminescence | cell-based MOR-DOR heterodimer luminescence, inverse agonism | inhibition, % at 9.3 µM | hit rate 0.21% among 340,000 | AID 504357, 2011; in the data active means inhibition above about 22%, passing the limit was not always enough;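 further: 0% = cells with DMSO and 100% = wells without cells with DMSO; values of inactives mirror those of a sister screen read the other way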
PKA-R2B activ: activators of PKA-R2B holoenzyme, primary screen, biochemical, fluorescence polarization, Cy5-IP20, human; PKA-R2B holoenzyme dissociation; R2B truncated from residue 108, S112A mutant; 0% DMSO only, 100% 113 µM cGMP; cAMP-dependent protein kinase catalytic subunit beta (Homo sapiens) + cAMP-dependent …; hit rate 0.079% among 340,000; activation, % at 11.4 µM;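 active means activation above a cutoff set at the mean over all compounds plus 3 SD, cut at about 18% in these data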;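 further: higher means more holoenzyme dissociation and a rise in polarization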
Target sequence (P31323 whole entry, looked up, other chains not shown, the tested form may be a part): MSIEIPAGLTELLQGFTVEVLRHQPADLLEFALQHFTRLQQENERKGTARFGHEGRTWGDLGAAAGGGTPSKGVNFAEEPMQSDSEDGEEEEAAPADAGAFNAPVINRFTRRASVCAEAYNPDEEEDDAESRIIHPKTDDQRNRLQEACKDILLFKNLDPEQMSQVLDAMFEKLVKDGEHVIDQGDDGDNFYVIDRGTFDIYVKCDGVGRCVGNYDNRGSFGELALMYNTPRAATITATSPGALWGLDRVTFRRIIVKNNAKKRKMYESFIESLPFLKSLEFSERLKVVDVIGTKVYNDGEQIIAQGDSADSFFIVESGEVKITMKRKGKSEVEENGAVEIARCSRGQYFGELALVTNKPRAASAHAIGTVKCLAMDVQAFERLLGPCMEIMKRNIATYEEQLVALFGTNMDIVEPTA
DAGLB inh: DAGLB lipase inhibitors, primary screen, biochemical, fluorescence, HTS; Diacylglycerol lipase-beta (Homo sapiens), Q8NCG7; HEK293T DAGLB membrane lysate, EnzChek fluorogenic substrate; inhibition, % at 5.17 µM; hit rate 0.059% among 340,000; in the data active means inhibition above about 34%;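 further: 0% = enzyme with vehicle and 100% = wells lacking enzyme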
Target sequence (Q8NCG7 whole entry, looked up): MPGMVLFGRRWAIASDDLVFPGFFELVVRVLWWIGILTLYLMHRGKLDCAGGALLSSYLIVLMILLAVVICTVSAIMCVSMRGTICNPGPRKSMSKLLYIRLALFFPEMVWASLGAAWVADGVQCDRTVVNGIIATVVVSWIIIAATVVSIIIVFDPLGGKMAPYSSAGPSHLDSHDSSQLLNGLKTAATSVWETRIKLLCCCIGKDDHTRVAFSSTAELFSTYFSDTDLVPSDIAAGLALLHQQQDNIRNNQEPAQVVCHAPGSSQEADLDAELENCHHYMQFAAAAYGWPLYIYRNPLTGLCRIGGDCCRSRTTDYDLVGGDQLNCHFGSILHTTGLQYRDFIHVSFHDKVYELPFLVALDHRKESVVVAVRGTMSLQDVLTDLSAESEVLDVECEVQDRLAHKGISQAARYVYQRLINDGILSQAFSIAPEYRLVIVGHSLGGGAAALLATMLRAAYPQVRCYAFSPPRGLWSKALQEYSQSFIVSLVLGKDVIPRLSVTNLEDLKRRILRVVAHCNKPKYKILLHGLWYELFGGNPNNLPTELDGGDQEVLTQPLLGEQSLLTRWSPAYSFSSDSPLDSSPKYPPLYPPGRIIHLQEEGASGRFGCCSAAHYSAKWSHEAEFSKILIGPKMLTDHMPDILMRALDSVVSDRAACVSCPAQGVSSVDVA
Arrestin-AP2 inh: inhibitors of beta-arrestin/AP2 binding, primary screen, biochemical, GPCR trafficking, flow cytometry; beta-arrestin 1 C-terminal peptide binding to AP2 beta2-adaptin appendage (human); FITC-arrestin peptide / GST-AP2 beads; AP2 beta2 appendage carries R879A mutation; inhibition, % at 10 µM; hit rate 0.31% among 340,000;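 active means inhibition above a set limit, near 3 SD of compounds lacking own fluorescence, cut at about 54% in these data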;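 further: plate controls were DMSO wells for no effect and 5 µM unlabelled arrestin peptide for full effect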
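test system = AP2 appendage R879A on GSH beads | buffer or medium = PBS plus Tween 20 (0.05%) and BSA (0.1%) | incubation = 12 min plus 1 h, RT | detection = bead flow cytometry, FITC channel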
Pemphigus Ab inh: inhibitors of pemphigus antibody binding to DSG3, primary screen, biochemical, bead-based, flow cytometry, scFv-GFP | DSG3-coupled beads, scFv-anti-DSG3-GFP binding; hits give low values | hit rate 0.48% among 310,000 | binding (percent of control), % at 10 µM;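 active means binding more than 3 SD below its plate's average and above zero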;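 further: hits lower antibody fragment binding to DSG3; some compounds called inactive have numbers as strong as hits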
HTR5A ag ctr: HTR5A agonists in luminescence cell assay, primary screen, counter-screen for OPRM1-OPRD1 heterodimer agonist project, full-deck HTS; 5-hydroxytryptamine receptor 5A (Homo sapiens), P47898; hit rate 0.61% among 340,000; cell-based; activation, % at 9.3 µM; in the data active means activation mostly above about 9.5%, no sharp cut-off; inactive means mostly below about 7.6%;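 further: 0% = cells with vehicle only and 100% = reference agonist; strong numbers were not always called active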
PKA-R1A activ: activators of PKA-R1A holoenzyme, primary screen, biochemical, fluorescence polarization, Cy5-IP20, bovine R1A, mouse PKAc | activation, % at 11.4 µM | hit rate 0.083% among 340,000 | PKA-R1A dissociation; scaled: DMSO 0%, 113 µM cGMP 100%;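 active means percent activation above the mean of all tested compounds plus 3 SD, cut at about 19% in these data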;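 further: higher means more PKAc released from R1A so a rise in polarization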
HTR5A inv ag: HTR5A inverse agonists in luminescence cell assay, primary screen, counter-screen for OPRM1-OPRD1 heterodimer inverse agonist project, full-deck HTS; HTR5A cell line, inverse agonism; inhibition, % at 9.3 µM; hit rate 0.083% among 340,000; 5-hydroxytryptamine receptor 5A (Homo sapiens), P47898; in the data active means inhibition mostly above about 23%, no sharp cut-off; inactive means mostly below about 18%;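 further: 0% = cells with DMSO and 100% = no-cell wells with DMSO; some compounds called inactive have numbers as strong as hits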
V-ATPase pHluor: regulators of yeast V-ATPase proton pumping, primary screen, pHLuorin cytosolic pH fluorescence. hit rate 0.37% among 350,000. response, % at 10 µM. S. cerevisiae; in the data active means response mostly above about 7.3%, no sharp cut-off; inactive means mostly below about 5.4%; further: actives read high; inactives centre near 0; some compounds called inactive have numbers as strong as hits; reference of the scale not given here
OPRM1-OPRD1 ag: agonists of OPRM1-OPRD1 heterodimerization, primary screen, cell-based, luminescence | Mu-type opioid receptor (Homo sapiens) + Delta-type opioid receptor (Homo sapiens), … | cells | activation, % at 9.3 µM | hit rate 0.3% among 340,000 | AID 504326, 2011; in the data active means activation above about 18%;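 further: 0% = vehicle-treated cells and 100% = reference agonist; values of inactives mirror those of a sister screen read the other way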
* = called active by the depositor; x = not tested or not shown.

SMILES	MOR-DOR inv ag	PKA-R2B activ	DAGLB inh	Arrestin-AP2 inh	Pemphigus Ab inh	HTR5A ag ctr	PKA-R1A activ	HTR5A inv ag	V-ATPase pHluor	OPRM1-OPRD1 ag
S=c1[nH]nc(-c2cc(-c3ccsc3)n[nH]2)n1-c1cccc2ccccc12	-30	3	0	-8	90	2	-13	-5	2	4.2
CCN(CC)C(=O)C1CCCN(Cc2ccc(F)c(F)c2)C1 (configuration not stated)	0	3	1	9	107	-1	8	8	-1	-0.1
CCN(c1ccccc1)S(=O)(=O)c1ccc(C(=O)Nc2nnc(C3CC3)o2)cc1	2	3	7	3	94	1	-2	-2	1	-0.3
CC(C)(C)NC(=O)CSc1nc(-c2ccc(F)cc2)cs1	4	-7	-2	18	86	1	2	-3	5	-0.8
CN(C)c1ccc(/C=C/c2c([N+](=O)[O-])c(=O)n(C)c(=O)n2C)cc1	11	-6	4	35	90	-4	-5	14	0	-2.5
O=C(CCn1nnc2ccccc21)NNC(=O)C1CCCCC1	14	0	0	16	98	4	-4	-11	-2	-2.6
CC(=O)N1CCN(C(=O)c2cc3ccccc3o2)CC1	-5	-15	0	20	x	0	8	-1	2	0.6
Cc1ccc(CS(=O)(=O)CCC(=O)NCCCN2CCCC2)cc1	-25	-3	-2	-2	111	4	-17	-20	1	4.4
COC(=O)c1nn(-c2ccc3c(c2)CCN3C(C)=O)cc1O	16	-2	3	3	99	-4	-4	12	-2	-3.0
O=C(Nc1ccccc1C(=O)NCc1ccccc1)C1=CSCCO1	11	7	-1	-6	91	-4	-5	-3	4	-2.1
O=C1CCCN1CCc1cccc2ccccc12	6	7	1	3	93	-5	6	18	0	-1.2
COc1ccccc1CCNC(=O)C1CCN(c2nnc(C)c3c(C)n(-c4ccc(C)cc4)nc23)CC1	6	8	0	15	147	-1	4	4	2	-1.2
Cc1ccc(Cl)cc1NC(=O)C(Cc1ccccc1)N1C(=O)C2C3CCC(C3)C2C1=O (configuration not stated)	-11	-7	0	-2	92	6	-10	15	5	1.8
COc1cccc(CNCCc2c[nH]c3ccccc23)c1OCc1ccccc1	-99	0	-1	-2	x	10	4	-45	-2	18*
CC1c2ccccc2N(NC(=O)Cc2ccccc2)C1C (configuration not stated)	18	4	-2	-2	104	5	-10	3	-2	-3.5
CCOC(=O)c1cnc(-n2nc(C)cc2C)nc1NCCc1ccccc1	-12	-5	-5	2	x	-2	-10	17	-2	2.4
CC(=O)OC[C@H]1O[C@@H](n2ccc(=O)[nH]c2=S)C(OC(C)=O)C1OC(C)=O (some centres not stated)	10	9	-1	-5	x	-3	-15	-2	-3	-1.9
CCn1c(CCCNC(=O)c2ccco2)nc2ccccc21	17	-6	-1	24	106	4	2	-10	-4	-3.2
Cc1cc(C)nc(SCC(=O)c2ccc(F)c(C)c2)n1	7	-14	-4	8	114	-1	5	11	-3	-1.3
Cc1nn(Cc2cccc(F)c2)c(C)c1NC(=O)c1c(Cl)cnn1C	3	-12	-4	22	100	-1	-8	4	1	-0.7
CCC(CC)NC(=O)c1nn(Cc2ccccc2)c(=O)c2ccccc12	-35	-5	0	14	x	9.8*	-1	-26	2	4.7
Cc1ccc(-n2ncc3c(=O)n(CC(=O)OCc4ccccc4)cnc32)cc1	8	-5	-3	0	99	1	2	12	-3	-1.4
CCN1CCN(C(C)C(=O)Nc2c(C)n(C)n(-c3ccccc3)c2=O)CC1 (configuration not stated)	7	-10	1	8	93	1	5	-7	-3	-1.1
CCCCN(CC)CCNC(=O)c1cn(-c2ccc(Cl)cc2)c(=O)c2ccccc12	14	-12	-1	-5	97	-3	-4	7	0	-2.9
COc1ccc2[nH]cc(C(=O)C(=O)N3CCCCC3)c2c1	12	0	-1	-4	98	6	-3	-8	1	-2.3

The closing 2 records of the section before are carried over, then new ones follow:
SMILES	MOR-DOR inv ag	PKA-R2B activ	DAGLB inh	Arrestin-AP2 inh	Pemphigus Ab inh	HTR5A ag ctr	PKA-R1A activ	HTR5A inv ag	V-ATPase pHluor	OPRM1-OPRD1 ag
CCCCN(CC)CCNC(=O)c1cn(-c2ccc(Cl)cc2)c(=O)c2ccccc12	14	-12	-1	-5	97	-3	-4	7	0	-2.9
COc1ccc2[nH]cc(C(=O)C(=O)N3CCCCC3)c2c1	12	0	-1	-4	98	6	-3	-8	1	-2.3
O=[N+]([O-])c1nn(-c2ccc3c(c2)OCCO3)n(O)c1=NCc1ccc(F)cc1Cl	0	5	-3	18	96	-6	9	-19	7	0.0
CCOC(=O)c1ccc(Nc2cc(C)nc(-c3ccccc3)n2)cc1	6	-9	-12	1	91	-3	-13	12	-1	-1.2
CCN(CC)C(=O)Cn1c(=O)n(CCCCCC(=O)Nc2ccccc2)c(=O)c2sccc21	4	1	-3	3	98	2	-1	-5	3	-0.7
CCCNc1ncnc2nc[nH]c12	13	-14	1	8	101	3	-14	-8	0	-2.2
O=C(CC1C(=O)NCCN1Cc1ccc(-c2ccccc2)cc1)NC1CCC1 (configuration not stated)	5	-9	2	4	109	-7	9	12	4	-0.7
O=C(NCCN1C(=O)S/C(=C\c2ccccc2F)C1=O)C1=COCCO1	-17	-4	-2	-8	98	-2	-3	6	1	2.6
O=C(Nc1ccc(S(=O)(=O)NC2=NCCCCC2)cc1)c1cccs1	0	10	2	12	x	6	3	-16	-4	-0.1
O=C(CCSc1ccc(Cl)cc1)Nc1cccnc1	-3	-6	-2	14	94	9	-9	-25	-3	0.5
COc1ccc(Nc2ncnc3ccc(C)cc23)cc1	1	8	-8	-7	91	-3	2	11	1	-0.1
COc1ccc(-c2nnn(CC(=O)N(Cc3ccco3)C(C(=O)NCC3CCCO3)c3ccco3)n2)cc1 (configuration not stated)	10	-2	1	-1	94	7	-8	-1	1	-1.9
C=C1CCN(C(Cc2ccccc2)C(=O)OC)S(=O)(=O)c2ccc(F)cc21 (configuration not stated)	10	-13	-2	5	96	13	4	-38	2	-1.8
CCOC(=O)Cn1c(=O)c(-c2ccccc2NC)nc2ccccc21	11	-4	13	1	85	4	-5	-10	-1	-2.2
N#CCCn1c(Cl)nc2ccccc21	-8	4	-1	3	87	2	-2	5	-4	1.4
CCN(C(=O)c1coc(=O)c2ccccc12)c1cc(OC)ccc1OC	16	-3	1	-5	104	-6	-17	-13	-1	-3.1
CCOC(=O)C1=NN(c2ccccc2)C(=O)C1	8	-3	1	-9	99	1	-7	-2	-4	-1.5
Cc1cc(C)c(/C=N/n2c(C)cc(C)c(C#N)c2=O)c(C)c1	4	1	-2	-6	102	-3	-5	12	1	-0.7
O=C(CC1C(=O)NCCN1Cc1cccc(F)c1F)NC1CCCCCC1 (configuration not stated)	9	5	3	4	107	8	1	-19	-1	-1.7
CSc1ccc(CN(C)C(=O)c2cccc(S(=O)(=O)N3CCN(Cc4ccccc4)CC3)c2)cc1	-3	-4	-3	26	105	1	-4	0	-3	0.5
CCCC(C)(C)NC(=O)CCCCC(=O)NC(C)(C)CCC	8	0	1	5	105	0	5	5	-4	-1.4
CCOc1ccccc1OCCCNCc1ccco1	7	1	-2	-13	126	0	-2	-3	0	-1.2
O=C(c1sc2cccc(Cl)c2c1Cl)N1CCN(CCc2ccccn2)CC1	0	1	4	3	91	2	-6	-9	-3	0.0
CC(=O)Nc1cccc(N/C(N)=N/c2nc(C)cc(C)n2)c1	7	-2	0	5	79	-1	-10	1	-4	-1.1
CC(C)NC(NC(=O)Cc1ccccc1)C(Cl)(Cl)Cl (configuration not stated)	14	-11	-4	13	105	10	3	-28	0	-2.6
COc1cc([N+](=O)[O-])ccc1NC(=O)CC1SC(=Nc2ccc(F)cc2)N(CCC2=CCCCC2)C1=O (configuration not stated)	4	-13	-6	3	95	7	0	16	-4	-0.7
O=C1C=C(c2ccc(Cl)c(C(F)(F)F)c2)C[C@@H](c2ccc(Cl)cc2)C1	2	-10	-22	-9	101	-3	-4	-22	0	-0.4

The list goes on.
SMILES	MOR-DOR inv ag	PKA-R2B activ	DAGLB inh	Arrestin-AP2 inh	Pemphigus Ab inh	HTR5A ag ctr	PKA-R1A activ	HTR5A inv ag	V-ATPase pHluor	OPRM1-OPRD1 ag
N#Cc1c(SCC(=O)Nc2nc3ccccc3s2)sc2c(O)cc(=O)[nH]c12	9	-8	17	-5	95	-3	-5	8	-6	-2.2
C[C@@H]1CN([C@H](C)CO)C(=O)CCCn2nncc2CO[C@H]1CN(C)Cc1ccccc1C(F)(F)F	x	3	2	x	x	x	-3	x	3	x
O=C(N=C1c2ccccc2CN1c1cccc(Cl)c1)c1cccnc1	-33	-3	6	0	108	0	-12	0	4	4.6
CCN(CC)S(=O)(=O)c1ccc(N2CCOCC2)c(NC(=O)c2sccc2C)c1	-7	-2	-1	-4	87	2	14	-7	-4	1.3
Cc1c(NC(=O)c2cccc(NC(=O)COc3ccc(C#N)cc3)c2)c(=O)n(-c2ccccc2)n1C	-2	-8	1	2	95	-5	-6	4	-2	0.3
COc1ccc(F)cc1CN1CCN(CC(=O)Nc2ccccc2C(=O)NC2CC2)CC1	-3	5	0	-5	x	-4	3	10	-3	0.7
Cc1onc(-c2ccccc2Cl)c1C(=O)OCC(=O)Nc1ccc2c(c1)OCO2	-4	-4	-4	13	x	0	-6	13	-1	0.6
CCCCN(C(=O)Nc1ccc(OCC)cc1)C1CCN(C(C)=O)CC1	20	-4	0	-7	104	-5	-5	17	-4	-3.7
CCCOc1ccccc1Nc1nnc(C)c(=O)[nH]1	10	-12	0	-5	101	-4	3	-1	1	-2.1
Oc1ccc(-c2nc3ncccn3c2Nc2ccc3c(c2)OCCO3)cc1	9	3	4	0	103	-4	-12	9	-1	-1.9
Fc1ccc(-c2nnc(N3CCOCC3)c3ccccc23)cc1F	-10	0	1	-5	123	-4	-4	-1	2	1.2
CN(Cc1cnccn1)C(=O)CC1C(=O)NCCN1Cc1ccc(F)cc1Cl (configuration not stated)	12	10	-1	31	104	-1	-2	7	-2	-2.4
CCOc1ccc(C(C#N)N2CCOCC2)cc1OC (configuration not stated)	6	9	0	-3	100	-1	11	-19	-2	-1.1
COc1ccc(C)cc1NC(=S)N1CCN(S(C)(=O)=O)CC1	4	-7	1	-6	100	-1	-2	1	0	-0.7
Cc1ccc(S(=O)(=O)NC(C)(C)CSc2ncccn2)cc1	6	-5	-2	17	97	6	-8	-15	-1	-1.3
COc1cc(CN(C)Cc2cc(=O)n3ccsc3n2)ccc1OC(F)F	-22	-7	-2	2	109	7	-4	-19	7	4.3

Assay outcomes: PubChem, several laboratories
